# Assay outcomes deposited in PubChem by National Center for Advancing Translational Sciences (NCATS).
# TRHR agonist: agonists of human TRH receptor | 360,000 compounds, 0.18% hits | AID 493084 | P34981 | activation, % at 2 µM | TRHR cells, calcium flux fluo-8, FDSS agonist mode; in the data active = activation above about 30%; note: 0% is about no effect
# Target sequence (P34981 whole entry, looked up): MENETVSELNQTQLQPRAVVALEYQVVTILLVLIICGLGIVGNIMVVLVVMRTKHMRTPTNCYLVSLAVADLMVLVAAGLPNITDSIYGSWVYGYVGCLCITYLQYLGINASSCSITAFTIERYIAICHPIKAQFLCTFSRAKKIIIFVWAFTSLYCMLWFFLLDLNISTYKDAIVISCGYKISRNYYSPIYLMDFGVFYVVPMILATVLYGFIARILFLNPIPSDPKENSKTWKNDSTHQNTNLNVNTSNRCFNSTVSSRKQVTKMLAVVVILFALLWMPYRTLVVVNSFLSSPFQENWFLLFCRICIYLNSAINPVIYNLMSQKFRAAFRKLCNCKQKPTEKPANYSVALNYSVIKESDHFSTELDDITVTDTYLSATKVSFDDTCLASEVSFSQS
#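 Steps: seed TRHR cells overnight; add fluo-8 no-wash Ca dye, RT 30 min–1.5 h; record 10 s baseline; pin-transfer compounds; monitor fluorescence 1 cycle/s for the agonist window. Calcium increases flag candidate agonists.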
# ERG Ets-DNA blk: blocks human ERG Ets domain binding to DNA; 370,000 compounds, 0.028% hits; AID 624246; fluorescence polarization, His-ERG Ets domain / labelled DNA; Potency, µM (highest dose often 76.9 µM), without a hit: at the highest dose FP activity, negative = inhibition, most hits filed as inhibitors; P11308; active = well fitted inhibition curve with a large enough effect in the polarisation, with a control signal flat; inconclusive = small, poorly fitted or top-dose-only effect, or effect the other way, or a change in a side signal; inactive = no such curve, though single readings can be large or run the other way; the % refers to the polarisation;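 note: polarization taken with two DNA probes labelled with fluorescein and Texas red; potency is the fitted concentration of half-maximal effect; % of control where 0% means no effect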
# Target sequence (P11308 whole entry, looked up, the tested form may be a part): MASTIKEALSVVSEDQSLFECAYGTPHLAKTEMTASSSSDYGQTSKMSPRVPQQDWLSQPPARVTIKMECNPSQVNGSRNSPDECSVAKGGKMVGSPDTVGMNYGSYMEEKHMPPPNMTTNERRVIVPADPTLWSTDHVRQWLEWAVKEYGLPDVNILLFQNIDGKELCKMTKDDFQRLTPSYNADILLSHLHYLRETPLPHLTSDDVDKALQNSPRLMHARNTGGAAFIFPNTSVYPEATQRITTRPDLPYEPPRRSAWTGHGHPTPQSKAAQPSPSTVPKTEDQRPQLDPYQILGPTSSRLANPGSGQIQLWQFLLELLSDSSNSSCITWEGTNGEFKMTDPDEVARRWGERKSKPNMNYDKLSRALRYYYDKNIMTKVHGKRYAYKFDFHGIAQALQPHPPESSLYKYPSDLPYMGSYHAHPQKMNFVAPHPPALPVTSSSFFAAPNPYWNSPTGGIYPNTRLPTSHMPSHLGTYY
#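 His-tagged ERG Ets domain (1 uM in the protein solution; 300mM KCl, 50mM Tris-HCl, 1mM EDTA, 1mM DTT, pH 7.5) received compound, then a probe mix of 5 nM fluorescein-DNA and 100nM Texas-615-DNA. Fluorescence polarization was read for both dyes.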
# APE1 inh: APE1 (human) endonuclease inhibition | recombinant APE1, TAMRA/BHQ-2 abasic DNA cleavage fluorescence | P27695 | Potency, µM (titrated, usually from 65.8 µM), without a hit: at the top dose activity change, negative = inhibition, usual class: inhibitors | 350,000 compounds, 0.35% hits;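 note: potency is the fitted concentration of half-maximal effect; plate controls were vehicle for no effect and reference inhibitor for full effect; nearly all actives have a fitted effect of over 55% in size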
#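 Enzyme (0.75 nM final) and test compound are incubated 15 min at room temperature before adding 50 nM quenched THF abasic-site duplex. Cleavage dequenches TAMRA, followed at 525/598 nm over three reads one minute apart.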
# ALOX12 inh: ALOX12 (human) lipoxygenase inhibition | 580,000 compounds, 1.1% hits | Potency, µM (doses to about 108 µM), inactives show top-dose activity change, negative = inhibition, actives largely listed as inhibitors | purified 12hLO, xylenol orange hydroperoxide absorbance; note: potency is the fitted concentration of half-maximal effect; % is set by controls: 0 for no effect and ±100 for the full control effect
#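 Purified human 12hLO (150 nM final) in 25 mM Hepes, 0.01% Triton X-100, pH 7.0 was preincubated 15 min at room temperature with compound. Then 40 uM arachidonic acid was added, 30 min. Hydroperoxide was read by Fe-XO absorbance ratio 573/405 nm.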
# Pol beta inh: inhibitors of human DNA polymerase beta; P06746; Pol beta primer extension/strand displacement, fluorescence kinetic; Potency, µM (top dose mostly 114 µM), for inactives: at the highest dose activity change, negative = inhibition, usual class: inhibitors; 340,000 compounds, 1.3% hits; AID 485314; note: potency is the fitted concentration of half-maximal effect; % is set by controls: 0 for no effect and ±100 for the full control effect
#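 Curves were derived by four-parameter Hill fits of normalized qHTS data. The kinetic fluorescent primer-extension read was taken at 0 and 10 min after 50 nM substrate, following a 15 min room-temperature preincubation of 10 nM enzyme with compounds.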
# Anesthetic bind: candidate novel general anesthetic via apoferritin binding. P02791. apoferritin/1-aminoanthracene competitive binding, fluorescence. Potency, µM (highest dose often 77.5 µM), for the others: top-dose activity change, negative = displacement, most hits filed as inhibitors. 350,000 compounds, 0.074% hits; note: potency is the fitted concentration of half-maximal effect; % is set by controls: 0 for no effect and ±100 for the full control effect; nearly all actives have a fitted effect of over 20% in size
# Target sequence (P02791 2-175 limits assumed): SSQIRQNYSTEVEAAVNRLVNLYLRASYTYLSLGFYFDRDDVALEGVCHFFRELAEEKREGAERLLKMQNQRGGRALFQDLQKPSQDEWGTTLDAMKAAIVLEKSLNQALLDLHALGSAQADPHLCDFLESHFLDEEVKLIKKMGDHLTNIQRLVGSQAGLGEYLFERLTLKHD
#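 10 uM apoferritin + 50% sat. 1-AMA, PBS; cpd 10 min RT; Ex380/Em535 endpoint; normalized to free probe vs complex; 4-param Hill fit; propofol titration as pos. ctrl.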
# POLI inh: DNA polymerase iota (human) inhibition | Q9UNA4 | Pol iota fluorescent replication assay, 10 min | Potency, µM (doses to about 115 µM), inactives show top-dose activity, negative = inhibition, hits mostly inhibitors | 390,000 compounds, 1% hits | AID 588590; note: potency is the fitted concentration of half-maximal effect
#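 Fluorescent replication assay read twice, at 0 min and 10 min after adding 50 nM (final) substrate. Enzyme (10 nM) and compounds were first incubated 15 min at room temperature; enzyme-free buffer wells were negative controls.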
# BLM helicase inh: Bloom syndrome helicase (human) inhibition. P54132. recombinant BLM DNA unwinding, fluorescence dequenching. Potency, µM (series often up to 56.1 µM), inactives show top-dose activity change, negative = inhibition, hits mostly inhibitors. 350,000 compounds, 0.2% hits;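 note: potency is the fitted concentration of half-maximal effect; plate controls were vehicle for no effect and no enzyme for full effect; nearly all actives have a fitted effect of over 35% in size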
# POLK inh: DNA polymerase kappa (human) inhibition. Q9UBT6. purified Pol kappa, fluorescent DNA synthesis assay, 10 min. Potency, µM (series often up to 107 µM), inactives show at the top dose activity, negative = inhibition, hits mostly inhibitors. 400,000 compounds, 0.53% hits. AID 588579; note: potency is the fitted concentration of half-maximal effect; % is set by controls: 0 for no effect and ±100 for the full control effect
#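 Enzyme at 10 nM met test compounds for 15 min at room temperature. Substrate addition (50 nM final) began the reaction, which was monitored by fluorescence at 0 and 10 min.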
# Numbers without * were called inactive; i = inactive; u = inconclusive; x = no result given; & = joins results of further samples; [ ] = another dose, or the depositor's remark. Unless noted, calls come from the whole dose curve; as a rule, active = well fitted curve in the direction sought with a large enough effect; inconclusive = small, poorly fitted or top-dose-only effect, or another doubt; inactive = no such curve, though single readings can be large; an effect the other way counts as inactive or inconclusive. Only part of the results is shown; rates above refer to the full screens.
# Start of the listing, in advance, three compounds:
1. Cc1cc(F)c(Nc2ncnc3cc(OCc4ccccc4)ccc23)cc1O
2. COc1ccc(CCN=C(N)NS(=O)(=O)c2ccc(F)cc2)cc1OC
3. Cc1cc2c(c(=O)n1-c1ccccc1)C1O[C@](c3ccsc3)(Cc3ccccc31)O2
assay / compound,1,2,3
TRHR agonist,x,0.0,-0.9
ERG Ets-DNA blk,x,7%,x
APE1 inh,-2%,-17%,-23%[12.4 µM]
ALOX12 inh,u,17%,x
Pol beta inh,x,25%,5µM*
Anesthetic bind,1%,-2%,-9%[15.3 µM]
POLI inh,x,45%[activator],x
BLM helicase inh,3%,2%,-9%[12.4 µM]
POLK inh,-18%[60.1 µM],-9%,x

# The listing (from the top)
1. Cc1cc(F)c(Nc2ncnc3cc(OCc4ccccc4)ccc23)cc1O
2. COc1ccc(CCN=C(N)NS(=O)(=O)c2ccc(F)cc2)cc1OC
3. Cc1cc2c(c(=O)n1-c1ccccc1)C1O[C@](c3ccsc3)(Cc3ccccc31)O2
4. O=C(OC1CCCCC1)c1ccc2c(c1)C1C=CCC1C(C(=O)O)N2 (centres undefined)
5. COc1ccc(-n2ncc3c2CC(C)(C)CC3NC(=O)c2cn[nH]c2)cc1 (centres undefined)
6. CC1(C)CC(=O)C2=C(C1)Nc1ccccc1NC2c1cccnc1 (centres undefined)
7. O=C(Nc1ccon1)c1cccc(S(=O)(=O)N2CCCCC2)c1
8. COc1ccc(OC)c(C(c2c(C)[nH][nH]c2=O)c2c(C)[nH][nH]c2=O)c1
assay / compound,1,2,3,4,5,6,7,8
TRHR agonist,x,0.0,-0.9,-0.5,0.1,-0.7,0.0,0.8
ERG Ets-DNA blk,x,7%,x,x,-1%,-1%,1%,9%
APE1 inh,-2%,-17%,-23%[12.4 µM],u,40%[activator],4%,4%,6%
ALOX12 inh,u,17%,x,x,i,27%,-4%,-29%
Pol beta inh,x,25%,5µM*,2.2µM*,1%,2%,7%,37%
Anesthetic bind,1%,-2%,-9%[15.3 µM],-16%,-7%,-6%,-7%,3%
POLI inh,x,45%[activator],x,x,112%[activator],29%,-6%,28µM*
BLM helicase inh,3%,2%,-9%[12.4 µM],16µM*,1%,-1%,-3%,-1%
POLK inh,-18%[60.1 µM],-9%,x,x,-1%,-20%,13%,-11%

9. C[C@@H]1CN(C(=O)c2nc3ccc(Cl)cn3c2CN(C)CCc2cnn(C)c2)C[C@H](C)O1
10. O=C(NCc1ccco1)c1ccc2c(c1)N(Cc1ccc(Cl)cc1)C(=O)c1ccccc1S2(=O)=O
11. S=C(NC1CCCCCC1)NC1CCCC1
12. CCCCNc1ccc2nsnc2c1[N+](=O)[O-]
13. CCCNC(=O)c1ccc(C2SCC(=O)N2CCc2ccccc2)cc1 (centres undefined)
14. CC(C)N1CCc2c(sc(NC(=O)c3ccc([N+](=O)[O-])o3)c2C(N)=O)C1
15. COc1ccc2nc(C)cc(SCC(=O)N3CCCCC3)c2c1
16. CCOC(=O)N1CCc2c(sc3c2c(=O)n(Cc2ccccc2)c(=O)n3CC(=O)Nc2ccccc2F)C1
assay / compound,9,10,11,12,13,14,15,16
TRHR agonist,0.5,0.5,0.9,0.7,-0.5,-0.2,0.0,1.1
ERG Ets-DNA blk,-1%,4%,-2%,2%,5%,x,-19%,-2%
APE1 inh,27%,x,17%,2%,13%,-10%,3%,x
ALOX12 inh,16%,0%,-27%,-10%,-17%,-16%,-32%,-14%
Pol beta inh,u,15%,42%,4%,24%,16%,9%,27%
Anesthetic bind,-6%,-19%,-9%,-14%,-11%,-15%,-10%,-13%
POLI inh,39%[activator],17%,77%[activator],36%[activator],17%,x,25%,14%
BLM helicase inh,0%,-7%,-10%,-12%,2%,-1%,7%,-8%
POLK inh,3%,-2%,-7%,-2%,-13%,x,3%,-12%

17. O=C(/C=C/c1ccccc1)NC(=S)NNS(=O)(=O)c1ccccc1
18. CC1(c2ccc(OC(F)F)cc2)NC(=O)N(CC(=O)Nc2ccccc2)C1=O (centres undefined)
19. Cc1ccc(Oc2ccc(Cl)cc2N)cc1
20. CN1C2CCC1/C(=C\c1ccc(F)cc1)C(=O)/C2=C/c1ccc(F)cc1
21. COC(=O)NNC(=O)COc1cc(C)c(Br)cc1C(C)C
22. O=C(NCc1ccc2c(c1)OCO2)c1ccc(CS(=O)(=O)Cc2cccc(Cl)c2)o1
23. O=C(COC(=O)CSc1ccc([N+](=O)[O-])cc1)NCC1CCCO1 (centres undefined)
24. CCOc1ccc(/C=N/NC(=O)Cn2ccnc2C)cc1
assay / compound,17,18,19,20,21,22,23,24
TRHR agonist,0.2,9.2,-0.2,0.2,-0.1,0.6,-0.6,-0.1
ERG Ets-DNA blk,0%,-5%,2%,4%,-1%,8%,-1%,-4%
APE1 inh,9%,-1%,-1%,-2%,0%,-3%,-14%,-8%
ALOX12 inh,u,0%,u,-13%,6%,-8%,-29%,162%[activator]
Pol beta inh,-9%,28%,-1%,-1%,-11%,-2%,-2%,u
Anesthetic bind,-4%,2%,u,2%,-12%,-22%,-16%,-4%
POLI inh,5%,-3%,25%,11%,4%,-5%,32%[activator],44%[activator]
BLM helicase inh,-4%,-5%,-9%,-4%,1%,-2%,-2%,0%
POLK inh,-1%,3%,2%,0%,0%,-6%,-4%,6%

25. O=C(O)c1cccc2c1-c1ccc(Cl)cc1C2
26. N#C/C(=C\c1ccc(Cl)cc1)c1nc(-c2cc3c(ccc4ccccc43)oc2=O)cs1
27. Cc1cccc(NC(=O)c2oc3ccc(S(=O)(=O)N4CCCCC4)cc3c2C)c1C
28. CCOC(=O)c1cc(CC)sc1/N=C/c1c(O)ccc2ccccc12
29. COc1ccccc1NC(=O)CSc1nc2ccccc2nc1N1CC(C)OC(C)C1 (centres undefined)
30. COc1ccc(CNCc2c(C(=O)O)c(C)n(Cc3ccccc3C)c2C)cc1OC
31. CC[C@@H](C)CN1C(=O)N[C@@H](c2ccccc2)C(C(C)=O)=C1C
32. CC(=O)Nc1ccccc1NC(=O)c1ccc(C)cc1C
assay / compound,25,26,27,28,29,30,31,32
TRHR agonist,x,-0.7,0.3,-0.6,-0.4,0.5,x,-0.1
ERG Ets-DNA blk,-11%,-6%,-24%,-12%,-2%,5%,29%,-3%
APE1 inh,x,x,x,-1%,6%,x,-4%[12.4 µM],-4%
ALOX12 inh,0%,-18%,u,-7%,-16%,-2%&-8%,u,-2%
Pol beta inh,x,9%,29%,30%,2%,18%,x,18%
Anesthetic bind,x,3%,0%,u,8%,-8%,x,-5%
POLI inh,-17%,-6%,-30%,221%[activator],18%,25%,14µM*,23%
BLM helicase inh,x,-1%,-4%,-4%,-5%,0%,-2%[12.4 µM],-3%
POLK inh,-18%,-2%,-5%[60.1 µM],-11%,-4%,-5%,u,-1%

# Sorted by the number under ERG Ets-DNA blk (descending): some entries from above
item	molecule	ERG Ets-DNA blk
29	COc1ccccc1NC(=O)CSc1nc2ccccc2nc1N1CC(C)OC(C)C1 (centres undefined)	-2%
26	N#C/C(=C\c1ccc(Cl)cc1)c1nc(-c2cc3c(ccc4ccccc43)oc2=O)cs1	-6%
27	Cc1cccc(NC(=O)c2oc3ccc(S(=O)(=O)N4CCCCC4)cc3c2C)c1C	-24%

# (cont.)
33. CCC(=O)Nc1ccc2nc(C3CC3)n(Cc3ccccc3)c(=O)c2c1
34. COC(=O)c1ccc(N2CCN(C(=O)c3ccccc3)CC2)c(NC(C)=O)c1
35. O=C(Cc1ccc(Cl)c(Cl)c1)Nc1ccccc1N1CCOCC1
36. COC(=O)[C@@]1(Cc2ccc(F)cc2)[C@H]2c3cc(C(=O)N(C)C)n(Cc4ccsc4Br)c3C[C@H]2CN1C(=O)c1ccccc1
37. O=c1[nH]c(N2CCOCC2)nc2ccccc12
38. CC(C)CNC(=O)CN(C1CCCCC1)S(C)(=O)=O
39. COc1cc(NC(=O)c2ccc([N+](=O)[O-])o2)ccc1NC(=O)c1cccs1
40. C[C@H](NC(=O)OC(C)(C)C)C(=O)NCC1CCC(C(=O)O)CC1 (some centres undefined)
assay / compound,33,34,35,36,37,38,39,40
TRHR agonist,-0.3,-0.3,-0.3,x,0.7,-0.1,-0.3,-0.7
ERG Ets-DNA blk,-6%,-5%,-3%,x,18%,-3%,3%,-1%
APE1 inh,-2%,2%,-3%,8%,22%,-2%,-3%,3%
ALOX12 inh,0%,-1%,-17%,-14%,93%[activator],14%,5%,-6%
Pol beta inh,27%,23%,0%,x,-9%,23%,-2%,-9%
Anesthetic bind,-10%,-4%,-22%,-1%,-1%,-7%,-4%,0%
POLI inh,10%,124%[activator],25%,x,-3%,-5%,70%[activator],9%
BLM helicase inh,-3%,1%,-5%,-11%,-9%,0%,-4%,-3%
POLK inh,-12%,-9%,-12%,x,-4%,-3%,-8%,-3%

41. CCCn1nc(C(=O)Nc2ccc(-n3cnnn3)cc2)c2ccccc2c1=O
42. O=c1[nH]c2ccc(NCc3ccc(-c4ccc(Br)cc4)o3)cc2[nH]1
43. COc1ccccc1C(CNC(=O)c1cccc(NS(=O)(=O)c2ccc(C)c(F)c2)c1)N(C)C (centres undefined)
44. CN1CCc2c(sc(NC(=O)CSc3ccccc3)c2-c2nc3ccccc3s2)C1
assay / compound,41,42,43,44
TRHR agonist,-0.3,-0.3,0.0,115*
ERG Ets-DNA blk,-5%,-3%,7%,10%
APE1 inh,-9%,x,32%,x
ALOX12 inh,0%,10µM*,0%,-18%
Pol beta inh,x,0%,x,4%
Anesthetic bind,x,-6%,x,32%[activator]
POLI inh,19%,8%,1%,67%[activator]
BLM helicase inh,x,-1%,x,2%
POLK inh,1%,-17%,-3%,-3%[60.1 µM]
